Screens as filed in PubChem BioAssay.
KCNK3 block: human KCNK3 channel inhibition, primary screen | CHO-KCNK3 thallium flux, FluxOR fluorescence; hits give low values | B-score at 10 µM | actives 0.84% (n = 340,000) | AID 602410;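 active = B-score under library mean minus 4 SD, starting fluorescence ratio at most library mean plus 5 SD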;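 note: more negative B-score means stronger inhibition of thallium flux through KCNK3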
MrgX1 agonist: agonists of human MrgX1 receptor. Q96LB2. MrgX1-HEK293 cells, Fluo-4 calcium fluorescence, agonist mode; hits give high values. B-score at 10 µM. actives 0.44% (n = 310,000);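 active = calcium response B-score plate-corrected fluorescence ratio at least 3 library SD, with starting fluorescence B-score inside 5 SD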
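Test system: HEK293 cells stably expressing human MrgX1 receptor; Input: fifteen thousand cells per well; Dosing: compound delivered in addition one of three; Schedule: overnight seeding, then 1 h dark dye loading; Technique: Fluo-4 NW calcium fluorescence; Measure: B-scored fluorescence response ratio; Controls: positive and negative controls per plate.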
RGS4 act: RGS4 potentiation or activation. HEK293 M3R/inducible RGS4, carbachol calcium flux Fluo4; hits give low values. B-score at 10 µM. AID 463111. actives 0.92% (n = 310,000);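 active = B-score of the integrated calcium signal more than 4 SD below the library mean, with starting fluorescence not abnormally high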;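 note: negative B-score means reduced calcium response which marks RGS4 activation or potentiation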
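Material: Inducible-RGS4 HEK293 cells carrying M3 receptor; also added: carbachol at ECmax as muscarinic agonist stimulus; incubation: compound preincubation 20 min at room temperature before agonist; signal: Fluo4-AM (2 µM) calcium-flux fluorescence, kinetic read; measure: integrated calcium ratio converted to B score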
KCNQ1 act: human KCNQ1 channel potentiation or activation. CHO-K1 KCNQ1, thallium flux FluxOR fluorescence; hits give high values. P51787. AID 2648. B-score at 10 µM. actives 0.35% (n = 310,000);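 active = fluorescence ratio B-score, a plate-corrected score, at least three library SD, with initial intensity B-score within 5 SD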
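Test system: CHO-K1 cells stably expressing KCNQ1 / Medium: assay buffer / Also added: depolarizing K+/Tl+ stimulus, K2SO4 and Tl2SO4 each 12.5 mM in 5x stock / Incubation: 90 min dye loading and 20 min compound exposure, both at room temperature / Signal: thallium influx via FluxOR fluorescence, kinetic imaging / Evaluation: B score of baseline-normalized fluorescence ratio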
ANO1 block: blocks the mouse calcium-activated chloride channel TMEM16A; Q8BHY3; HEK293 TMEM16A/YFP iodide influx fluorescence, ionomycin; normalized B-score (activity score, 25-100; higher = stronger inhibition) at 10 µM; actives 1.2% (n = 310,000);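 active = ratio plate-corrected score three or more library SD toward inhibition, starting fluorescence score within five deviations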;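 note: score derived from kinetic fluorescence span divided by baseline fluorescence per well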
Target sequence (Q8BHY3 whole entry, looked up): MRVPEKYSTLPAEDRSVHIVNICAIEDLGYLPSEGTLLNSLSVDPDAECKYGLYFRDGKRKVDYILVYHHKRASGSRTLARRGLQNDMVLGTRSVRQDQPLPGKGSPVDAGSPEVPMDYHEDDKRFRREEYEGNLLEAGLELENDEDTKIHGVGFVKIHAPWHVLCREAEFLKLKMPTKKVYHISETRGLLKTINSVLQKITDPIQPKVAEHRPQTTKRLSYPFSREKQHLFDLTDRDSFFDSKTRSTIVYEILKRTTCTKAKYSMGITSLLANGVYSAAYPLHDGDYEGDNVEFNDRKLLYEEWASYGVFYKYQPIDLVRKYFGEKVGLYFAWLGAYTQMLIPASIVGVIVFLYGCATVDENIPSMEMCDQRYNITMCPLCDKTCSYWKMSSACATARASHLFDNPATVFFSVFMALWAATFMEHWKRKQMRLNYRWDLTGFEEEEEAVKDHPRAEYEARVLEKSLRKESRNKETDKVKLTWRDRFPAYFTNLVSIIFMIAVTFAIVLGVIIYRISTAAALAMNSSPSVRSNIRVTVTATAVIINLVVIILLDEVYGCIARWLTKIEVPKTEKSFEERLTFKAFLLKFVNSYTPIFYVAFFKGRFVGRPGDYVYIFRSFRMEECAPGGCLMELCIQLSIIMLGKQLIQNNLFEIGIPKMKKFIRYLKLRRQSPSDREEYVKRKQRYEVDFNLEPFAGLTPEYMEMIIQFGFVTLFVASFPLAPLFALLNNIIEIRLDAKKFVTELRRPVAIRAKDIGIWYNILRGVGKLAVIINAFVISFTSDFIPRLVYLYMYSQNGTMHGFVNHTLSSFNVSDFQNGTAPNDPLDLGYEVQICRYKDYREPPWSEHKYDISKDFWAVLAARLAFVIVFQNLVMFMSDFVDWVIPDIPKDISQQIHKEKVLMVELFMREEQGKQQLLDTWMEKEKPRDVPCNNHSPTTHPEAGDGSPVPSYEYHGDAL
KCNK9 inh: blocks the human KCNK9 two-pore domain potassium channel; HEK293 KCNK9, FluxOR thallium flux fluorescence; hits give low values; actives 1.2% (n = 310,000); B-score at 10 µM;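 active = ratio B-score over 3 SD below the library mean, with starting fluorescence within 5 SD of its mean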;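 note: negative B-score means less thallium flux so channel inhibition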
TMEM16A act: mouse TMEM16A channel activation, primary screen | Q8BHY3 | AID 623877 | actives 0.3% (n = 340,000) | B-score at 10 µM | HEK293 TMEM16A/YFP-H148Q/I152L, iodide quench fluorescence; hits give low values;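 active = fluorescence-ratio B-score plate-corrected deviation score at least 3 library SD below zero, with starting fluorescence score within 5 deviations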;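 note: channel opened by trigger with iodide after compound preincubation; score built on the fluorescence ratio of max minus min over baseline; more negative score means more quench and so TMEM16A activation or potentiation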
MrgX1 PAM: human MrgX1 positive allosteric modulation, primary screen; MrgX1-HEK293, Fluo-4 calcium flux, FDSS; hits give high values; actives 0.63% (n = 310,000); B-score at 10 µM; Q96LB2;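 active = plate-corrected calcium response at least 3 library SD above typical, normal starting fluorescence, not activating the receptor alone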;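 note: compound read alongside a low EC10 to EC30 dose of BAM8-22 agonist; peak minus trough fluorescence over baseline measured at the second addition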
hERG rescue: hERG (human) protection from proarrhythmic block. Q12809. CHO-hERG, FluxOR thallium flux, dofetilide IC70 present. activation (rescue from dofetilide block), less the hit threshold, % at 10 µM. actives 0.51% (n = 310,000);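 active = activation above the mean of controls blocked by dofetilide plus 5 SD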;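 note: thallium influx through hERG after potassium depolarization seen as dye fluorescence rise; in these data hits start at about 4.7%; inactives centre near -7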
RGS4 inh: human RGS4 inhibition. P49798. HEK293 M3R/RGS4 inducible, Fluo-4 calcium flux; hits give high values; triggered by carbachol at its EC20. B-score at 10 µM. actives 0.45% (n = 310,000). AID 463165;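 active = B-score, a plate-corrected calcium signal, over three deviations above library mean, with baseline fluorescence within five deviations of library mean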;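 note: RGS4 expression induced by doxycycline in cells with stable M3 receptor; B-score is computed from the integrated fluorescence ratio over baseline after carbachol; higher B-score means a larger calcium signal and so more RGS4 inhibition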
KCNQ1 block: blocks the human KCNQ1 potassium channel | actives 1.3% (n = 310,000) | CHO-K1 KCNQ1, FluxOR thallium flux fluorescence; hits give high values | AID 2642 | B-score at 10 µM | P51787;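 active = compounds whose thallium flux B-score, printed positive for inhibition, exceeds three library SD while starting fluorescence stays within three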;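 note: channel opened by potassium depolarization with thallium stimulus after 20 min compound exposure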
Active calls of the source: *; i = inactive; . = no result given.

SMILES | KCNK3 block | MrgX1 agonist | RGS4 act | KCNQ1 act | ANO1 block | KCNK9 inh | TMEM16A act | MrgX1 PAM | hERG rescue | RGS4 inh | KCNQ1 block
CCC(=O)NC(=S)Nc1ccc(NC(=O)COc2ccccc2)cc1 | i | i | i | i | i | i | i | i | -5 | i | i
Cc1ccccc1C(=O)Nc1ccc(C(=O)N/N=C/c2ccc(O)cc2)cc1 | i | i | i | i | i | i | i | i | -9 | i | i
O=C(CCN1CCN(CCO)CC1)Nc1ccc(OCc2ccccc2)cc1 | i | i | i | i | i | i | i | i | -14 | i | i
O=C(/C=C/NCc1cccnc1)c1ccc(-c2ccccc2)cc1 | i | i | i | i | i | i | i | i | -10 | i | i
COc1ccccc1CN1C(=O)[C@@H]2C(CC(N)=O)NC3(C(=O)Nc4c3ccc(Cl)c4C)[C@@H]2C1=O (some centres not stated) | i | i | i | i | i | i | i | i | -11 | i | i
COc1ccc(N2CCN(C(=O)C(CCSC)N=C3NS(=O)(=O)c4ccccc43)CC2)cc1 (configuration not stated) | i | i | i | i | i | i | i | i | -2 | i | i
Cc1ccc(NC(=S)NNC(=S)Nc2ccc(C)cc2C)cc1 | i | i | i | i | i | i | i | i | -21 | i | i
CCN(CC)C(=O)c1sc(NC(=O)c2cccnc2)c(C(=O)OC)c1C | i | i | i | i | i | i | i | i | -7 | i | i
COc1cccc(OCc2ccc(Cl)cc2)c1C#N | i | i | i | i | i | i | i | i | 1 | i | i
OCCN1CCN(c2cc(C(F)(F)F)nc3ccccc23)CC1 | i | i | i | i | i | i | i | i | 0 | i | i
Cc1ccccc1NC(=O)CCCn1nc(C)c2c(C)n(-c3ccccc3)nc2c1=O | i | i | i | i | i | i | i | i | -11 | i | i
CN(Cc1ccccc1)c1nc2c(c(=O)[nH]c(=O)n2C)n1C | i | i | i | i | i | i | . | i | -6 | i | i
COc1cccc(C(=O)O/N=C(\N)c2ccc([N+](=O)[O-])cc2)c1OC | i | i | i | i | i | i | i | i | -3 | i | i
COc1ccc(C(=O)OCC(=O)Nc2ccc3[nH]c(=O)[nH]c3c2)cc1 | i | i | i | i | i | i | i | i | -9 | i | i
CCc1ccccc1N(C(=O)c1cccs1)C1C=CS(=O)(=O)C1 (configuration not stated) | i | i | i | i | i | i | i | i | -6 | i | i
CCC(C(=O)NC1CCCC1)N(C(=O)Cn1nnc(-c2ccc(C)o2)n1)c1ccc(OC)c(OC)c1 (configuration not stated) | i | i | i | i | i | i | i | i | -2 | i | i
Cn1cccc1/C=N/NC(=O)CSc1nc2ccccc2[nH]1 | i | i | i | i | i | i | i | i | -7 | i | i
CCOc1ccccc1/C=C/C(=O)NCC(=O)N1CCC(N(C)C2CCCCC2C)CC1 (configuration not stated) | i | i | i | i | i | i | i | i | -3 | i | i
Cc1ccc(NC(=O)COC(=O)CCc2nc3ccccc3n2-c2ccccc2)c(C)c1 | i | i | i | i | i | i | i | i | -6 | i | i
CCOc1ccc(N(CC(=O)Nc2ccccc2C(=O)N2CCOCC2)S(=O)(=O)c2ccc(F)cc2)cc1 | i | i | i | i | i | i | i | i | -5 | i | i
COc1ccc2c(c1)CCc1c(C(=O)N3CCOCC3)noc1-2 | i | i | i | i | i | i | i | i | -8 | i | i
O=C(COC(=O)CCOc1ccccc1)NCCc1ccccc1 | i | i | i | i | i | i | i | i | -13 | i | i
Cc1ccc(C(c2nnnn2C(C)(C)C)N(Cc2ccco2)Cc2cccs2)cc1 (configuration not stated) | i | i | i | i | i | -17* | . | i | -8 | i | i
CN(C(=S)NC(=O)c1ccc(F)cc1)C1CCCCC1 | i | i | i | 8* | i | i | i | i | 3 | i | i
Cc1cc(N2CCOCC2)nc2ccc(NC(=S)N3CCCCC3C)cc12 (configuration not stated) | i | i | i | i | i | i | i | i | -10 | i | i

In a second layout: results already given
mol	KCNK3 block	MrgX1 agonist	RGS4 act	KCNQ1 act	ANO1 block	KCNK9 inh	TMEM16A act	MrgX1 PAM	hERG rescue	RGS4 inh	KCNQ1 block
Cc1ccc(NC(=O)COC(=O)CCc2nc3ccccc3n2-c2ccccc2)c(C)c1	i	i	i	i	i	i	i	i	-6	i	i
CCOc1ccc(N(CC(=O)Nc2ccccc2C(=O)N2CCOCC2)S(=O)(=O)c2ccc(F)cc2)cc1	i	i	i	i	i	i	i	i	-5	i	i
COc1ccc2c(c1)CCc1c(C(=O)N3CCOCC3)noc1-2	i	i	i	i	i	i	i	i	-8	i	i

Next part.
SMILES | KCNK3 block | MrgX1 agonist | RGS4 act | KCNQ1 act | ANO1 block | KCNK9 inh | TMEM16A act | MrgX1 PAM | hERG rescue | RGS4 inh | KCNQ1 block
O=C(N/N=C/c1ccccc1O)c1ccncc1 | i | i | i | i | i | i | i | i | -8 | i | i
Cc1ccc(OCc2ccc(C(=O)N3CCCC3)o2)cc1C | i | i | -7.9* | i | 25* | i | i | i | 1 | i | i
COc1ccc(Nc2nc(N3CCCC3)nc(N3CCCC3)n2)c(OC)c1 | i | i | i | i | i | i | i | i | -12 | i | i
CCOC(=O)c1ccc(NC(=S)N(CCCN2CCN(C)CC2)Cc2cccs2)cc1 | i | i | i | i | i | i | i | i | -13 | i | i
Cc1ccc(SCCC(=O)Nc2ccccc2C(=O)NC2CCCCC2)cc1 | i | i | i | i | i | i | i | i | -3 | i | i
COCCCN(C(=O)CSCc1ccc(C)cc1)c1c(N)n(Cc2ccccc2)c(=O)[nH]c1=O | i | i | i | i | i | i | i | i | -5 | i | i
Cc1cccc(C(=O)O/N=C(\c2ccccc2)c2cccnc2)c1 | -8.9* | i | i | i | i | i | i | i | -11 | i | i
O=C1c2ccccc2C(Nc2ccc3c(c2)OCO3)N1Cc1ccco1 (configuration not stated) | i | i | i | i | i | i | i | i | -14 | i | i
COc1ccc2oc(=N)c(C(=O)NCc3ccccc3)cc2c1 | i | i | i | i | i | i | i | i | -9 | i | i
Cc1ccc(O)c(C(=O)c2cnc3c(c2)c(-c2ccc(F)cc2)c(C#N)c(=O)n3C)c1 | i | i | i | i | i | i | i | i | -7 | i | i
O=C(c1ccncc1)c1ccc(Br)cc1 | i | i | i | i | i | i | i | i | -13 | i | i
Cn1ncc2c(Nc3cc(Cl)cc(Cl)c3)ncnc21 | i | i | i | i | i | i | i | i | 0 | i | i
O=C(O)C1CCN(C(=O)c2ccc3c(c2)OCO3)CC1 | i | i | i | i | i | i | i | i | -7 | i | i
CCN(C(=O)COc1cccnc1[N+](=O)[O-])C1CCS(=O)(=O)C1 (configuration not stated) | i | i | i | i | i | i | i | i | -4 | i | i
Cc1ccc(-c2nc(CSCC(=O)N3CCOCC3)c(C)o2)cc1 | i | i | i | i | i | i | i | i | -4 | i | i
Cc1ccc(S(=O)(=O)N2CCN(CC(=O)N3CCOCC3)CC2)cc1 | i | i | i | i | i | i | i | i | -3 | i | i
CN=C1SC(C(=O)O)CC(=O)N1C (configuration not stated) | i | i | i | i | i | i | i | i | -9 | i | i
CCOC(=O)N/N=C/C=C/c1ccccc1 | i | i | i | i | i | i | i | i | -6 | i | i
CC(NCc1ccc(S(N)(=O)=O)cc1)C(=O)Nc1cc([N+](=O)[O-])ccc1Cl (configuration not stated) | i | i | i | i | i | i | i | i | -12 | i | i
c1ccc(CCc2nc3ccccc3[nH]2)cc1 | i | i | i | i | i | i | i | i | -12 | i | i
N/C(=N\OC(=O)Cc1ccc(-c2ccccc2)cc1)c1cccnc1 | i | i | i | i | i | i | i | i | -9 | i | i
Cc1ccc(C(OCC(O)CN2CCCCC2CO)c2ccccc2)cc1 (configuration not stated) | i | i | i | i | i | i | i | i | -8 | i | i
Cc1noc(C)c1COc1ccc(C(=O)OCC(=O)NC(=O)C2COc3ccccc3O2)cc1 (configuration not stated) | i | . | i | i | . | i | i | . | -9 | i | i
CCCCn1nc(C(=O)N[C@@H](CCSC)c2nc3ccccc3[nH]2)c2ccccc2c1=O | i | i | i | i | i | -7.5* | i | i | -4 | i | i
O=C(/C=C/c1ccccc1)C1=C(O)C(=O)N(CCO)C1c1ccc2c(c1)OCO2 (configuration not stated) | i | i | i | i | i | i | i | i | -6 | i | i
SMILES | KCNK3 block | MrgX1 agonist | RGS4 act | KCNQ1 act | ANO1 block | KCNK9 inh | TMEM16A act | MrgX1 PAM | hERG rescue | RGS4 inh | KCNQ1 block
N/C(=N\OC(=O)C1CCCCC1)c1ccncc1 | i | i | i | i | i | i | i | i | -19 | i | i
Cc1ccc2c(c1)N(S(=O)(=O)c1ccc(CN3C(=O)c4cccnc4C3=O)cc1)CCO2 | i | i | i | i | i | i | -23* | i | -9 | i | i
Cc1[nH]nc2c1C(c1ccsc1C)C(C#N)=C(N)O2 (configuration not stated) | i | i | i | i | i | i | i | i | -5 | i | i
Cn1cccc1C(=O)C(=O)Nc1ccc(Cl)cc1 | i | i | i | i | i | i | i | i | -11 | i | i
O=C(NC1CC1)C1CCN(C(=O)c2ccc(Cl)cc2)CC1 | i | i | i | i | i | i | i | i | -5 | i | i
Cc1nc2ccc(F)cc2cc1C(=O)Nc1cccc(Cl)c1C | i | i | i | i | i | i | i | i | -10 | i | i
CC1CCCCC1NC(=O)CCNS(=O)(=O)c1cc(Br)cnc1N (configuration not stated) | i | i | i | i | i | i | i | i | -7 | i | i
O=C(N=C1SC2CS(=O)(=O)CC2N1c1ccc(Br)cc1Cl)C1CC1 (configuration not stated) | i | i | i | i | i | i | i | i | -8 | i | i
O=C(Cn1cnc2c(nnn2-c2ccccc2)c1=O)NCc1ccc(F)cc1 | i | i | i | i | i | i | i | i | -3 | i | i
COc1ccc(CN2C(=O)c3ccccc3C2C(=O)NC2CCCC2)c(OC)c1 (configuration not stated) | i | i | i | i | i | i | i | i | -15 | i | i
O=C(O)c1ccccc1C(=O)OCCCCOC(=O)c1ccccc1C(=O)O | i | i | i | i | i | i | i | i | -5 | i | i
Cc1cc(C(=O)OC(C)C(=O)NC2CCCCC2C)c(C)o1 (configuration not stated) | i | i | i | i | i | i | i | i | -8 | i | i
O=C(c1ccc(OC2CCN(C/C=C/c3ccc(F)cc3)CC2)cc1)N1CCCC1 | i | i | i | i | i | i | i | i | -8 | i | i
